Bioassay records deposited in PubChem by Broad Institute.
PGC1a acetyl inh – PGC1a acetylation modulation, inhibitor mode; U2OS PGC1a acetylation, AlphaScreen anti-acetyl-lysine; with virally co-expressed GCN5 acetyltransferase; inhibition, % at 15.6 µM; 350,000 compounds, 0.17% hits; AID 651687;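 active means every replicate shows inhibition of at least 40%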;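 further: 0% = neutral control wells and 100% = positive control wells; some results beyond the cut were filed as inactive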
RAD52 inh – blocks human RAD52 DNA annealing; inhibition, % at 18.7 µM; recombinant RAD52 DNA annealing, FRET fluorescence; AID 651710; P43351; 360,000 compounds, 0.46% hits;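 active means every replicate showing at least 50% inhibition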
PglD DTNB – PglD (C. jejuni) enzyme inhibition. purified PglD enzyme, DTNB colorimetric CoA detection. inhibition, % at 12.5 µM. 360,000 compounds, 0.098% hits. AID 602405; in the data active means inhibition above about 16%, passing the limit was not always enough; further: strong numbers were not always called active
E-selectin induc – induces E-selectin expression in human endothelial cells | activation, % at 7.58 µM | 260,000 compounds, 0.37% hits | HUVEC E-selectin immunofluorescence imaging; normalized: neutral wells 0, TNF-alpha wells 100 | P16581;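 active means mean E-selectin-positive cell signal at least 10% of the positive control, reached in at least 60% of replicates, without over 20% cell loss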;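 further: in these data hits start at about 27%; measured in HUVEC primary endothelial cells; signal is the percent of cells scored E-selectin positive by PE staining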
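Assay system: HUVEC primary endothelial cells. Input: 3,000 HUVEC seeded per well. Doses: one compound dose added by pin transfer. Read-out basis: % PE-positive cells. Benchmarks: TNF-alpha high, DMSO low. Detection: immunofluorescence imaging. Buffer or medium: EGM-2, gelatin.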
RAD54 branch – inhibitors of human RAD54 branch migration | 360,000 compounds, 0.14% hits | inhibition, % at 10.4 µM | RAD54 Holliday junction branch migration, FAM/BHQ fluorescence | AID 602329;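 active means mean normalized replicate activity at least 40 and at least half of replicates scoring 40 or more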;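 further: 0% = median of neutral control wells and 100% = median of positive control wells; inhibitors cause a drop in the FAM fluorescence signal; in these data hits start at about 50%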
miR122 inh – inhibitors of miR-122 in Huh7 cells. Huh7 miR-122 Renilla luciferase sensor, 48 h; neutral wells = 0, positive control = 100. activation (reporter increase), % at 12.5 µM. 340,000 compounds, 0.3% hits;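 active means mean replicate activation score at least 90 and every replicate individually at or above 90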;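 further: higher luciferase means less miR-122 activity so hits act as miR-122 inhibitors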
Cneo AK release – causes C. neoformans cell lysis | adenylate kinase release luminescence, 4 h; normalised: neutral wells 0, clomiphene wells 100 | lysis activity, % at 15 µM | 360,000 compounds, 0.2% hits;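 active means mean lysis activity across replicates of at least 80%, whatever share of replicates individually reach that level; inactive means mean lysis activity below 80%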
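Test system: log-phase Cryptococcus neoformans yeast cells; Quantity: yeast cell density of 5 × 10^6 cells/mL; Buffer or medium: YPD; Doses: single compound concentration per well; Timing: 4 h at 37 °C static, read 1 h later; Measured by: AK luminescence; Read-out basis: lysis from increased AK signal; Control set: Clomiphene as positive control.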
ERAP1 HTS inh – inhibitors of human ERAP1 aminopeptidase. Q9NZ08. recombinant ERAP1, Leu-AMC fluorescence, 60 min. inhibition, % at 10.7 µM. 340,000 compounds, 0.15% hits;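 active means mean replicate inhibition of at least 30%, or all replicates individually reaching that 30% level; inactive means mean below 30% and not every replicate reaching it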;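 further: 0% = neutral control wells and 100% = L-leucinethiol positive control wells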
Target sequence (Q9NZ08 whole entry, looked up): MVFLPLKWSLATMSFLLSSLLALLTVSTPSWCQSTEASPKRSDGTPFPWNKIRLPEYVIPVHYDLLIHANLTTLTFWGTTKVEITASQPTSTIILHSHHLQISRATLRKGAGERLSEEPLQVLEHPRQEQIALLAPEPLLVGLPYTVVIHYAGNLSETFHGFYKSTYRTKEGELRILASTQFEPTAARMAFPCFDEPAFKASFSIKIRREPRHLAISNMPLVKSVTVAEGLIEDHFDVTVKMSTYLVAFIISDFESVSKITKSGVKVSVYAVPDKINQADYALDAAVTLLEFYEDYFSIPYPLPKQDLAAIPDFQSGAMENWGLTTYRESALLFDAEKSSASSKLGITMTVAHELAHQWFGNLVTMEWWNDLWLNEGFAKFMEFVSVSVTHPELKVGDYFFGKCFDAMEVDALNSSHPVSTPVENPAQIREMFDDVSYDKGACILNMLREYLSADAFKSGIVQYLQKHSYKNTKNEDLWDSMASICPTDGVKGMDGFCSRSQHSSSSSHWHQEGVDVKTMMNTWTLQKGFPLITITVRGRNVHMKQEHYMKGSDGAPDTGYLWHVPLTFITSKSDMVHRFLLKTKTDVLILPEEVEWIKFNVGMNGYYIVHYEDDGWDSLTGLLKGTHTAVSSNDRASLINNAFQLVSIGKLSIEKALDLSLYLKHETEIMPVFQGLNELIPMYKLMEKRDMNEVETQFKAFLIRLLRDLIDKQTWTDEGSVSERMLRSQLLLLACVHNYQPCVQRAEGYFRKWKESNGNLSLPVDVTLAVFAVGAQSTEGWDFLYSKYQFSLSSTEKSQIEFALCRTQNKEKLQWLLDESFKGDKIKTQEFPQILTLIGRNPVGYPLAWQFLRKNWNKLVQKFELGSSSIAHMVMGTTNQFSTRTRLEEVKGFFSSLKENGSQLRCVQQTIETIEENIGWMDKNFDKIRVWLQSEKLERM
* marks the source's active call; other numbers are inactive results; · = not tested or not shown; & = joins results of further samples; [ ] = remark or other dose.

Preview, 3 compounds:
SMILES	PGC1a acetyl inh	RAD52 inh	PglD DTNB	E-selectin induc	RAD54 branch	miR122 inh	Cneo AK release	ERAP1 HTS inh
O=C(N/N=C1\CCCc2c1[nH]c1ccc(Cl)cc21)c1ccncc1	8	-22	-2	·	1	5	15	5
CN(CC(=O)NCCc1ccccc1)S(=O)(=O)c1ccc(Br)s1	0	-12	2	0.5	-1	-1	3	3
COc1ccc(C(=O)NCCCc2ccccc2)cc1OC	1	-9	-2	0.1	-4	-6	-3	-1

Results, from the start:
SMILES	PGC1a acetyl inh	RAD52 inh	PglD DTNB	E-selectin induc	RAD54 branch	miR122 inh	Cneo AK release	ERAP1 HTS inh
O=C(N/N=C1\CCCc2c1[nH]c1ccc(Cl)cc21)c1ccncc1	8	-22	-2	·	1	5	15	5
CN(CC(=O)NCCc1ccccc1)S(=O)(=O)c1ccc(Br)s1	0	-12	2	0.5	-1	-1	3	3
COc1ccc(C(=O)NCCCc2ccccc2)cc1OC	1	-9	-2	0.1	-4	-6	-3	-1
O=C(c1ccccc1NS(=O)(=O)c1ccccc1[N+](=O)[O-])N1CCOCC1	0	·	-8	-0.1	5	-5	2	·
CC(NS(C)(=O)=O)C(c1cccs1)N1CCN(Cc2ccccc2)CC1 (stereo not given)	10	-7	1	·	1	-2	-1	4
O=C(Nc1cccc(Cl)c1)N1C[C@H]2[C@@H](c3ccccc31)[C@@H](CO)N2Cc1ccccc1Cl	-7	-54	1	-1.2	-2	12[16.7 µM]	-2	1
CN(c1ccc(-c2csc(NC(=O)C3CC(=O)N(Cc4ccco4)C3)n2)cc1)S(C)(=O)=O (stereo not given)	-5	-8	4	-0.7	-11	-16	1	1
O=C(Nc1ccc(Cl)c(Cl)c1)NC1CCS(=O)(=O)C1 (stereo not given)	·	-10	-5	·	10	2	-6	-2
COc1ccc(S(=O)(=O)N(C)C[C@H]2Oc3cc(-c4cccc(F)c4)ccc3S(=O)(=O)N([C@H](C)CO)C[C@@H]2C)cc1	-22	14	0	0.7	6	6[16.7 µM]	-3	0
O=C1C2N=NN(CC(=O)N3N=C(c4cccc5ccccc45)CC3c3ccccc3)C2C(=O)N1c1ccccc1 (stereo not given)	-13	·	8	·	-7	2	0	·
COCCCNC(=O)COc1ccc(Cl)c(C)c1	·	·	0	·	-13	-8	0	·
COc1ccc2c(c1)CCc1c(C(=O)Nc3c(C)n(C)n(-c4ccccc4)c3=O)noc1-2	7	·	15	·	-5	18	-1	·
Cc1ccc(-c2nc(N)n(C(=O)c3cccnc3)n2)cc1	10	·	5	·	2	-3	0	·
COCc1cc(=O)n2c(-c3ccccc3OC)n[nH]c2n1	-7	·	-7	·	-1	-3	-2	·
C=CCn1c(SCC(=O)Nc2ccc(C(=O)OCC)cc2)nnc1-c1sc(N)nc1C	13	·	7	·	0	4	0	·
COc1ccc(COC(=O)N/N=C(\C)CC(=O)Nc2c(C)cc(C)cc2C)cc1	-8	·	-7	·	-3	4	4	·
Cc1cccc(C)c1NC(=O)c1ccc(-c2ccc(Cl)cc2Cl)o1	17	·	-12	·	-2	14	-2	·
Cc1ccc(CNC(=O)c2ccc3c(c2)NC(=O)CS3)cc1	4	-13	0	·	3	14	0	0
CCOc1cccc(-c2nnc3sc(-c4ccco4)nn23)c1	9	·	3	·	5	5	-1	·
C[C@@H]1CN([C@@H](C)CO)C(=O)c2cc(NC(=O)c3ccccc3)ccc2O[C@@H](C)CCCCO[C@@H]1CN(C)S(=O)(=O)c1cn(C)cn1	-1	13	2	-0.2	-3	14[16.7 µM]	0	1
COc1cccc(CN2CC(C(=O)NCCn3ccc(C)n3)CCC2=O)c1 (stereo not given)	6	-5	-9	-0.2	-5	8	-9	-5
CC(C)(C)OC(=O)NCCc1nnc(SCc2ccccc2)o1	10	-18	0	·	-12	5	4	4
O=C(NC1CCCCC1)c1cc(S(=O)(=O)N2CCOCC2)ccc1Cl	0	3	-3	·	10	4	-1	-1
Cc1ccc(CC2C(=O)N(c3ccc(C)cc3)C(=O)C2C)cc1 (stereo not given)	4	3	5	·	-21	1	-1	-3
O=C(Nc1ccccc1)N1CCCCN2[C@H](CO)[C@H](c3ccc(Br)cc3)[C@H]2C1	11	6	2	-0.3	7	-9[16.7 µM]	1	-2

Carrying on.
SMILES	PGC1a acetyl inh	RAD52 inh	PglD DTNB	E-selectin induc	RAD54 branch	miR122 inh	Cneo AK release	ERAP1 HTS inh
Cc1ccc(S(=O)(=O)Nc2ccc3c(c2)C(=O)N([C@@H](C)CO)C[C@@H](C)[C@H](CN(C)Cc2ccc(C(=O)Nc4ccccc4N)cc2)O3)cc1	2	25	·	0.3	·	·	·	-1
CCOc1ccccc1/C=N/Nc1cc(C)nc2ccc(C)cc12	-9	-4	0	0.3	-5	-3	-1	0
CC(C)NC(=O)N(C)C[C@H]1Oc2ncc(C#CC3(O)CCCC3)cc2C(=O)N([C@@H](C)CO)C[C@H]1C	11	2	0	0.1	5	3[16.7 µM]	7	-3
C/C(=N\NC(=O)c1ccc(OC2CCCC2)cc1)c1ccc(C)s1	8	·	4	·	1	-6	0	·
O=C(COC(=O)COc1ccccc1[N+](=O)[O-])NC1CCCC1	0	·	-8	·	6	-4	0	·
CCCC(=O)Nc1ccc2c(c1)OC[C@@H](C)N(CCC(F)(F)F)C[C@H](C)[C@H](OC)CN(C)C2=O	13	8	-32	0.1	0	27[16.7 µM]	-2	0
Cc1ccc(C)c(S(=O)(=O)N2CCC3(CC2)OCCN3S(=O)(=O)c2cccs2)c1	-14	5	3	0.0	7	53	0	2
CSc1nc2nc(-c3ccccc3)cc(C(F)(F)F)n2n1	-5	·	-3	·	8	0	1	·
Cc1c(OCC(=O)NCCCN2CCOCC2)ccc2c(-c3ccccc3)cc(=O)oc12	8	-6	5	·	-16	-7	-1	1
CCN(C(=O)CSc1nnc(-c2ccccc2Cl)n1C1CCCC1)C1CCS(=O)(=O)C1 (stereo not given)	-6	·	-5	2.1	-16	6	-3	·
C[C@@H]1CCCCO[C@H](CN(C)Cc2ccccc2)[C@H](C)CN([C@H](C)CO)C(=O)c2cc(NC(=O)Nc3ccccc3)ccc2O1	-33	7	1	·	-9	7[16.7 µM]	-1	1
Nc1nnnn1/N=C/c1ccc(Br)cc1	18	-3	4	·	-2	-4	3	-1
Cc1cccc(C)c1OCC(O)CNC(C)C (stereo not given)	-8	·	-5	·	4	5	-1	·
CCNc1nc(NCC)nc(-n2nc(C)cc2C)n1	7	-20	5	·	-1	0	13	-2
COc1ccc(CC(N)c2csc(NC(=O)NCCc3ccc(OC)c(OC)c3)n2)cc1 (stereo not given)	-3	-48	5	-0.1	13	-10	-1	-4
CC(C)NC(=O)N1C[C@@H]2[C@H](c3ccccc31)[C@@H](CO)N2C(=O)Nc1ccccc1	3	·	2	0.1	-8	17[16.7 µM]	0	·
OCCN(Cc1ccccc1)CC1CCCCC1	57*	·	0	·	4	·	-1	·
Cc1ccccc1S(=O)(=O)N(C)C[C@H]1OCc2cnnn2CCCC(=O)N([C@H](C)CO)C[C@@H]1C	-2&-1	-17&-14	0	-1.3&0.0	-3	-1&5[16.7 µM]	1	0
Cc1[nH]c2ccccc2c1C(=O)C(=O)NCc1cccs1	·	-7	-4	·	11	-3	-2	0
COC(=O)Nc1ccc(S(=O)(=O)Nc2cccc3ccccc23)cc1	7	·	4	·	-3	23	7	·
CS(=O)(=O)Nc1ccc2c(c1)[C@@H]1C[C@@H](CC(=O)N3CCOCC3)O[C@H](CO)[C@@H]1O2	-25	10	6	-0.2	2	5[16.7 µM]	-9	5
O=C(O)c1cnc(-c2ccccc2)nc1Sc1ccc(Cl)cc1Cl	-3	·	1	·	-5	-8	-1	·
N/C(=N\OC(=O)C(c1ccccc1)c1ccccc1)c1cccnc1	28	9	·	·	·	-9	·	6
COc1ccc(Br)cc1/C=N/Nc1ccc(Cl)c(C(=O)O)c1	·	-14	-1	-0.1	0	0	-1	-41
Cc1nc(NC(=O)c2ccccc2)sc1C	-3	1	0	·	2	-7	-5	-2

More records follow.
SMILES	PGC1a acetyl inh	RAD52 inh	PglD DTNB	E-selectin induc	RAD54 branch	miR122 inh	Cneo AK release	ERAP1 HTS inh
Cc1ccc(N(C(C)C(=O)O)S(=O)(=O)c2cccnc2)cc1 (stereo not given)	-4	-2	2	·	11	-8	-2	0
CC1(C)CC[C@]2(C(=O)O)CC[C@]3(CO)C(=CCC4[C@@]5(C)C[C@H](O)[C@H](O)[C@@](C)(C(=O)O)C5CC[C@]43C)[C@@H]2C1 (stereo not given in full)	·	-9	-3	-0.2	-3	·	-2	-1
C[C@@H](NC(=O)C[C@@H]1C[C@@H]2c3cc(NS(=O)(=O)c4ccc(F)cc4)ccc3O[C@@H]2[C@H](CO)O1)c1ccccc1	4	10	-2	-0.2	-1	-1[16.7 µM]	-4	3
CCOC(=O)C1CC(C)=C(C)CC1C(=O)O (stereo not given)	·	0	-1	·	0	-3	7	-2
CCCNC(=S)Nc1ccc2nc(-c3ccccn3)c(-c3ccccn3)nc2c1	·	·	-1	·	13	-12	-1	·
Cc1csc(=O)n1CC(=O)OCC(=O)Nc1ccccc1C(C)C	·	-27	-1	1.9	8	·	-2	2
CSC(=Nc1ccccc1)Nc1ccccc1	-1	-7	-1	7.2	9	-4	2	-3
CC(C)(C)OC(=O)C1C(=O)CC(C)(O)C(C(=O)OC(C)(C)C)C1c1cccnc1 (stereo not given)	1	·	9	·	-2	8	0	·
CC1(C)CC(=O)C(C=NCCCO)=C(O)C1	6	·	-1	·	-5	-4	-2	·
O=C(NCc1ccc2c(c1)OCO2)C1CCN(S(=O)(=O)c2ccc(Br)s2)CC1	-7	·	-9	·	-8	6	2	·
CC(CCc1ccccc1)C(=O)NO (stereo not given)	1	·	-2	·	-2	-1	2	·
Cc1ccc(C(OC(=O)c2ccco2)C(=O)NC(C)(C)C)cc1 (stereo not given)	-4	-4	2	0.1	5	-13	-2	-3
C[C@H](CO)N1C[C@H](C)[C@@H](CN(C)S(=O)(=O)c2cccc(F)c2)Oc2ncc(C#CC3CCCCC3)cc2C1=O	-12	6	1	·	1	-24[16.7 µM]	4	0
CCCCNC(=S)Nc1ccc2cn[nH]c2c1	-10	-11	0	·	7	0	1	4
Cc1cccc(-c2nsc(SCC(=O)Nc3nccs3)n2)c1	-12	·	4	·	9	3	1	·
O=C(NC1CCCC1)[C@H]1[C@H](CO)[C@H]2Cn3c(ccc(-c4ccncc4)c3=O)[C@H]2N1CC1CC1	·	-21	3	-0.4	10	·	40	-2
O=C(NC1CCCC1)C(c1cccs1)N(C(=O)c1ccno1)c1ccccc1 (stereo not given)	-12	·	-7	·	1	3	-2	·
CCOC(=O)c1c(C2CC2)csc1NC(=O)COC(=O)CCS(=O)(=O)c1ccc(C)cc1	·	-9	0	-0.9	1	-7	1	-6
COC(=O)C1=C(C)N(CCCC(=O)O)C(=O)NC1c1ccc(C#N)cc1 (stereo not given)	·	-9	-3	-0.1	-30	·	11	-6
CCOC(=O)Cc1csc(NC(=O)c2cc(C)cc(C)c2)n1	-4	-25	5	·	6	5	1	-1
COc1ccc(OC)c(N=c2oc3cc(O)ccc3cc2C(N)=O)c1	·	·	5	·	9	1	-13	·
O=C(Nc1ccc(F)cc1)N1C[C@@H]2[C@H](c3ccccc31)[C@@H](CO)N2Cc1ccccc1Cl	-7	13	1	0.3	-9	20[16.7 µM]	-5	1
Cc1ccc(NC(=O)COc2ccccc2C(N)=O)cc1S(=O)(=O)N1CCCCCC1	-19	-13	1	·	-3	-10	-3	-4
CN(C1=C(N2CCCCC2)C(=O)c2ccccc2C1=O)c1ccccc1	-5	·	-1	·	-2	-7	1	·
